From PubChem BioAssay
VIM-2 inh: VIM-2 metallo-beta-lactamase inhibitors, primary screen, biochemical, epi-absorbance readout, Pseudomonas aeruginosa enzyme. purified VIM-2, nitrocefin hydrolysis, epi-absorbance fluorescence. inhibition, % at 5.6 µM. 290,000 compounds, 0.89% hits. AID 1527, 2009;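 active = inhibition above the mean of all tested compounds plus 3 SD, cutoff set per screening run, cut at about 7.5% in these data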;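 also: red hydrolysis product quenches plate fluorescence so inhibitors raise well fluorescence; 0% = enzyme with DMSO and 100% = DMSO without enzyme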
IMP-1 inhibitor: IMP-1 metallo-beta-lactamase inhibitors, primary screen, biochemical, epi-absorbance readout, Pseudomonas aeruginosa enzyme; metallo-beta-lactamase IMP-1 (Pseudomonas aeruginosa); purified IMP-1, nitrocefin hydrolysis, epi-absorbance fluorescence; inhibition, % at 5.6 µM; 290,000 compounds, 0.45% hits; AID 1556, 2009;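 active = inhibition above the mean plus 3 SD of all compounds in the same screening run, cut at about 4.5% in these data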;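 also: 0% = IMP-1 with DMSO and 100% = DMSO wells lacking enzyme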
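assay system = purified recombinant IMP-1 metallo-beta-lactamase enzyme | schedule = 15 min preincubation plus 25 min reaction at 25 °C | signal = Epi-absorbance fluorescence, 480 nm excitation, 530 nm emission | read-out basis = percent inhibition from optical density relative to buffer-blank wells | controls = IMP-1 with DMSO as 0%, enzyme-free DMSO as 100%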
GalR3 antagonist: GalR3 antagonists in HEK293 cells, primary screen, cell-based, fluorescence readout | Galanin receptor type 3 (Homo sapiens), O60755 | HEK293 GalR3-CNG cAMP membrane potential fluorescence; galR3 body fused to GalR1 C-terminus | inhibition, % at 3 µM | 360,000 compounds, 0.44% hits;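 active = inhibition above the screen-wide average plus 3 SD, cut at about 13% in these data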;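 also: forskolin and galanin both at EC90 stimulate the cells; cAMP rise reported by CNG channel membrane potential dye signal; 0% = forskolin plus galanin with DMSO and 100% = forskolin alone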
IDE inh: human IDE inhibitors in live cells, primary screen, fluorescence polarization, HEK cells, FAbetaB substrate; Insulin-degrading enzyme (Homo sapiens), P14735; FAbetaB cleavage; inhibition, % at 5.59 µM; 320,000 compounds, 0.41% hits;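 active = percent inhibition above the average of all tested compounds plus 3 SD, set per screening campaign, cut at about 16% in these data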;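 also: IDE supplied by intact live HEK cells; FP after avidin binding of uncleaved biotin substrate so inhibition keeps polarization high; 0% = DMSO wells and 100% = 60 µM reference IDE inhibitor Ii1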
Target sequence (P14735 whole entry, looked up): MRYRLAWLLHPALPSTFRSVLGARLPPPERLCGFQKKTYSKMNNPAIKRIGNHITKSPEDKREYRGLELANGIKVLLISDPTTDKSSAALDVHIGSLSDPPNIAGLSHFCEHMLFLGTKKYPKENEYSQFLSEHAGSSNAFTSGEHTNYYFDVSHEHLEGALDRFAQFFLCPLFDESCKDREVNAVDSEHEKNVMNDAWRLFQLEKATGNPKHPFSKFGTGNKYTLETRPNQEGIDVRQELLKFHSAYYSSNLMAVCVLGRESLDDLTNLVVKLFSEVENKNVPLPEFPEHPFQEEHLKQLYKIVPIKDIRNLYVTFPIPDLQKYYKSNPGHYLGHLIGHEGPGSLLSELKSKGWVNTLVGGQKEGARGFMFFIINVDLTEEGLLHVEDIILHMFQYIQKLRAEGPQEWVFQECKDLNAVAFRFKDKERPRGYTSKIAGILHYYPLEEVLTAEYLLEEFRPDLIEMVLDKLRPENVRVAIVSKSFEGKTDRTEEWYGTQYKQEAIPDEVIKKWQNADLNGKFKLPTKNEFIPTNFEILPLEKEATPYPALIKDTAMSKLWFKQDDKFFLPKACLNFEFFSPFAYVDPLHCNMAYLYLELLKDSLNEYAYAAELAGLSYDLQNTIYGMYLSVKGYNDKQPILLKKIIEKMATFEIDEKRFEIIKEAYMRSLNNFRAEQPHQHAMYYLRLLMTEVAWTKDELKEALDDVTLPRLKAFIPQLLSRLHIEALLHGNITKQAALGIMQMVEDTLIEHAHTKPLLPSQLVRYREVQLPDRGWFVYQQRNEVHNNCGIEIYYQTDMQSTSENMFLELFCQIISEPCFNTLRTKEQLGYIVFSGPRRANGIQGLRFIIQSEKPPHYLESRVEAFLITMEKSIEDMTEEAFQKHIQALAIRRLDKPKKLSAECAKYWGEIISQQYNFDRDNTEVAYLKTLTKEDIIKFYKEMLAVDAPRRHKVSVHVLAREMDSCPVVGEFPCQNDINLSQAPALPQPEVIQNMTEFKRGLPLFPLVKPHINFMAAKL
HCV NS3 hel inh: inhibitors of HCV NS3 helicase, primary screen, biochemical, Cy5 molecular beacon fluorescence; Hepatitis C virus NS3 helicase; NS3 helicase DNA unwinding; inhibition, % at 10.9 µM; 290,000 compounds, 0.56% hits;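 active = inhibition above the mean of all tested compounds plus 3 SD, set per campaign, cut at about 35% in these data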;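 also: 0% = DMSO wells and 100% = thioflavine S control wells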
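Assay system: hepatitis C virus NS3 helicase domain fragment enzyme. Also added: annealed dual-labelled DNA beacon duplex, ATP-started. Timing: 1 h reaction at 25 °C, ATP-initiated. Technique: Cy5 fluorescence at 0 and 60 min, beacon hairpin quenching. Evaluation: % inhibition of unwinding. Replication: one well per compound.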
IDE cell activ: human IDE activators in live cells, primary screen, fluorescence polarization, HEK cells, FAbeta-B substrate | activation, % at 5.96 µM | Insulin-degrading enzyme (Homo sapiens), P14735 | AID 493087, 2011 | 340,000 compounds, 0.073% hits | FAbeta-B cleavage; 0% vehicle, 100% cell-free pure enzyme wells;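 active = activation above the mean of all tested compounds plus 3 SD, set per screening campaign, cut at about 17% in these data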
CRFBP-R2 block: antagonists of CRF-BP/CRF-R2 complex, primary screen, cell-based, HEK293, calcium dye fluorescence, uHTS. AID 588475, 2011. inhibition, % at 11.8 µM. CRF-induced calcium fluorescence. 350,000 compounds, 0.59% hits;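 active = inhibition of the ligand-induced calcium signal above about 50% at the single tested concentration, limit read from the data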
pCIP destab: p/CIP-EGFP fusion destabilizers, primary screen, fluorescence, F442A cells. 16 h. 290,000 compounds, 0.01% hits. Q05BA5. decrease of EGFP signal, % at 10 µM;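 active = EGFP signal decrease of at least 30% at 10 µM or well 3 SD below plate mean, unless failing retest; inactive = the rest, including hits failing retest or dose response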; also: some compounds called inactive have numbers as strong as hits; many of its hits are not listed in these tables
UBC9 SUMO inh: inhibitors of in vitro SUMOylation cascade, primary screen, biochemical, HTRF, uHTS. inhibition, % at 35 µM. SUMO-conjugating enzyme UBC9 (Homo sapiens), P63279. AID 2006, 2009. 290,000 compounds, 0.36% hits. HTRF SUMOylation assay, SAE1/SAE2 + UBC9; in the data active = inhibition above about 50%, passing the limit was not always enough; also: strong numbers were not always called active
* = called active by the depositor; . = not tested or not shown.

VIM-2 inh	IMP-1 inhibitor	GalR3 antagonist	IDE inh	HCV NS3 hel inh	IDE cell activ	CRFBP-R2 block	pCIP destab	UBC9 SUMO inh	molecule
-0.8	-0.8	-2	6	-1	2	14	-2	-3	COCCNC(=O)NC(=O)COC(=O)C12CC3CC(CC(NC(C)=O)(C3)C1)C2
.	.	-2	4	.	4	-16	.	.	Cc1ccc(CNC(=O)C(=O)NCC2CCCN2S(=O)(=O)c2cccs2)cc1 (stereo unspecified)
0.1	-5.3	3	1	0	2	9	-1	-12	O=S(=O)(N1CCCCC1)N1CCNCC1
-4.4	-3.9	0	-1	1	1	14	8	4	Cc1cc(C)nc(N/N=C/c2cccc(Cl)c2)n1
-6.1	-5.3	1	4	-6	2	-3	-5	6	O=C(Nc1cccc(F)c1)C1CCN(C(=O)Cc2ccccc2)CC1
1.7	-4.4	-11	3	11	5	8	-9	38	COc1ccc(N2CC(C(=O)Nc3nnc(SCC(=O)c4ccccc4)s3)CC2=O)cc1 (stereo unspecified)
-0.9	-4.6	-1	.	-3	-1	19	-8	2	COc1ccc(-c2nnc(SCC(=O)c3ccc(C)o3)o2)cc1
-2.0	-2.3	4	-2	3	11	-26	-4	24	CCOc1ccccc1C1C2=C(COC2=O)Nc2cc3c(cc21)OCO3 (stereo unspecified)
.	.	-9	3	.	3	-7	.	.	Cc1ccc(NC(=O)Cc2ccsc2)cc1S(=O)(=O)N1CCOCC1
1.0	-0.6	0	-3	-3	7	-19	2	4	Cc1ccc(SC2CCN(C(=O)C3CCC(=O)N(C4CC4)C3)CC2)cc1 (stereo unspecified)
-2.1	-3.8	-4	3	20	1	-3	4	2	CCOc1cc(OCC)cc(C(=O)NCCCN2CCOCC2)c1
-6.1	4.0	-3	-2	6	-2	4	-7	2	Cc1ccc(C(CC(=O)N2CCOCC2)c2ccco2)cc1 (stereo unspecified)
-2.1	-2.0	2	4	4	-4	16	-10	1	COc1cc(C2NC(=O)NC(C)=C2C(=O)OCC2CCCO2)ccc1O (stereo unspecified)
-2.9	-3.0	-1	6	12	-3	7	-6	-11	Cc1ccc(CC(=S)N2CCOCC2)cc1
-0.1	2.3	-8	0	-8	3	-33	-4	-3	COc1ccc2oc(-c3ccc(NC(=O)c4ccc(N5CCOCC5)c([N+](=O)[O-])c4)cc3)nc2c1
.	.	4	3	.	1	3	.	.	CCc1cc2c(SCC(=O)NC3CC3)ncnc2s1
-2.9	-1.2	-9	2	5	-1	-12	-6	0	COc1ccc(CN(CC(=O)NCc2ccco2)C(=O)CNS(=O)(=O)c2ccc(C)cc2)cc1
.	.	-3	-9	.	3	-1	.	.	COCCn1c(Cc2ccccc2)nnc1SC(C)C(=O)NC1CC1 (stereo unspecified)
1.5	3.8	5	2	13	0	6	-8	1	Cc1cc(NC(=O)COC(=O)CSc2nc3cc(Cl)ccc3n2Cc2ccccc2)no1
-1.9	-1.7	-4	15	-20	0	-9	-19	20	CCc1cccc2c(C(=O)CSc3nncn3-c3ccccc3OC)c[nH]c12
-1.3	0.1	-2	5	1	4	5	-30	-23	CN(CCCNC(=O)c1cccc(N2CCCC2=O)c1)c1ccccc1
-4.7	-4.3	-8	4	2	1	13	-4	4	Cc1cc(NC(=O)c2ccc3c(c2)OCO3)ccc1NC(=O)c1ccccc1
0.6	-1.6	0	8	13	1	9	-26	-4	COc1ccc2cc(C3(C)NC(=O)N(CC(=O)Nc4c(C)n(C)n(-c5ccccc5)c4=O)C3=O)ccc2c1 (stereo unspecified)
-4.3	-3.6	.	2	10	2	-22	-4	8	NC(=O)CSc1nnc(NC(=O)C23CC4CC(CC(C4)C2)C3)s1
-2.2	-2.9	-10	0	-8	1	-1	-10	13	COc1ccccc1NS(=O)(=O)c1ccc2c(c1)NC(=O)C(C)S2 (stereo unspecified)

The listing continues.
VIM-2 inh	IMP-1 inhibitor	GalR3 antagonist	IDE inh	HCV NS3 hel inh	IDE cell activ	CRFBP-R2 block	pCIP destab	UBC9 SUMO inh	molecule
-6.6	-2.5	-4	2	2	9	-90	6	-5	O=C(NC(=S)Nc1ccccc1N1CCCCC1)c1ccc(F)cc1
-1.0	-2.7	3	-3	5	2	3	0	0	COc1ccc(N2C(=O)CC(NCc3cccs3)C2=O)cc1 (stereo unspecified)
-0.8	-1.5	-9	-2	4	5	-2	-22	19	Cc1ccccc1-c1noc(CCC(=O)NC2CCCCC2)n1
-2.1	-1.9	-3	0	5	6	-19	-9	8	CCN1CCN(C(=O)/C(C#N)=C/c2ccc(OC(F)F)cc2)CC1
.	.	-1	0	.	5	3	-7	15	COC(=O)CCCC1=CC2=C(c3ccccc3)C(=O)C(C)(OC(=O)C3CCCC3)C(=O)C2=CN1C(CO)CO (stereo unspecified)
-3.3	-2.3	-5	3	-19	3	29	10	8	Cc1csc(NC(=O)CCNS(=O)(=O)c2ccc3c(c2)c(=O)n(C)c(=O)n3C)n1
1.4	-0.2	1	0	4	10	-3	10	-8	CCOC(=O)c1sc(C)c2c1NC(c1ccc(Cl)cc1)NC2=O (stereo unspecified)
-4.5	-3.5	1	1	-9	3	-7	-1	7	COc1ccc(C2CC(c3cccs3)=NN2C(=O)COC(=O)c2cc3ccccc3cc2O)cc1OC (stereo unspecified)
.	.	-4	1	.	-4	-8	.	.	O=C(NCC(=O)N1CCCCC1)c1sc2ccccc2c1Cl
0.0	-1.1	-3	4	12	-5	5	.	.	Cc1c(C(=O)N2CCCCC2)sc(NC(=O)C23CC4CC(CC(C4)C2)C3)c1C#N
1.2	-0.6	-3	10	-4	-3	-5	0	11	O=C(COc1cccnc1[N+](=O)[O-])NC1CCS(=O)(=O)C1 (stereo unspecified)
-3.5	-3.3	-2	-2	7	-3	-14	-4	-6	CC(=O)N/N=C/c1cc(C)n(-c2ccc(Br)cc2)c1C
.	.	0	-5	.	0	-19	.	.	O=C(NCCS(=O)(=O)N1CCN(c2ccc(F)cc2)CC1)C12CC3CC(CC(C3)C1)C2
.	.	-5	0	.	5	-6	.	.	Cc1cc(C)c(NC(=O)C2=COCCO2)c(C)c1
-3.1	-4.5	-6	-6	-5	2	8	-3	-1	CCCCNC(=S)N/N=C1\CCCCc2ccccc21
-1.7	-1.4	-3	-4	3	0	7	0	15	CC(=O)CSc1nc(C(F)(F)F)cc(=O)n1-c1ccccc1
-1.2	-0.8	-2	2	-5	0	2	-7	34	COc1ccc(C2=NN(CC(=O)Nc3cc(C)ccc3C)C(=O)CC2)cc1
3.8	-0.2	-4	-1	0	2	5	-15	14	C#CCNC(=O)C1=C[C@@H](c2ccc3c(c2)OCO3)[C@H](CCCO)[C@@H](OCC)O1
.	.	0	5	.	-2	2	.	.	COc1cc2c3c([nH]c2cc1F)C(=O)NCC3
-0.2	-1.2	-7	-2	6	-1	14	-9	12	O=C(NCc1ccc2c(c1)OCO2)c1c(Cl)cccc1Cl
-2.0	-2.3	-5	2	14	-4	8	-7	2	O=C(c1ccccc1)C1C(c2ccccc2)C1[N+](=O)[O-] (stereo unspecified)
-3.0	-4.3	-1	1	1	1	0	1	11	COc1ccccc1CNC(=O)CS(=O)(=O)c1ccccc1
-3.7	-2.2	-7	2	-1	15	-2	-8	-22	CCc1ccc(NC(=S)N2CCN(c3cccc(C(F)(F)F)c3)CC2)cc1
-2.1	-3.2	.	-2	6	8	-9	-12	13	O=C(c1cc(-c2cccc(O)c2)on1)N1CCCCC1
-0.2	-1.6	-4	6	-4	4	-3	-6	33	Cc1nc2c(C)cccn2c1/C(O)=C1\C(=O)C(=O)N(CCN2CCOCC2)C1c1cccs1 (stereo unspecified)

Shown as tab-separated lines: entries from further up
structure	VIM-2 inh	IMP-1 inhibitor	GalR3 antagonist	IDE inh	HCV NS3 hel inh	IDE cell activ	CRFBP-R2 block	pCIP destab	UBC9 SUMO inh
O=C(NCCS(=O)(=O)N1CCN(c2ccc(F)cc2)CC1)C12CC3CC(CC(C3)C1)C2	.	.	0	-5	.	0	-19	.	.
COc1ccc(C2=NN(CC(=O)Nc3cc(C)ccc3C)C(=O)CC2)cc1	-1.2	-0.8	-2	2	-5	0	2	-7	34
Cc1nc2c(C)cccn2c1/C(O)=C1\C(=O)C(=O)N(CCN2CCOCC2)C1c1cccs1 (stereo unspecified)	-0.2	-1.6	-4	6	-4	4	-3	-6	33
Cc1csc(NC(=O)CCNS(=O)(=O)c2ccc3c(c2)c(=O)n(C)c(=O)n3C)n1	-3.3	-2.3	-5	3	-19	3	29	10	8
COc1ccccc1CNC(=O)CS(=O)(=O)c1ccccc1	-3.0	-4.3	-1	1	1	1	0	1	11

More compounds.
VIM-2 inh	IMP-1 inhibitor	GalR3 antagonist	IDE inh	HCV NS3 hel inh	IDE cell activ	CRFBP-R2 block	pCIP destab	UBC9 SUMO inh	molecule
-4.1	-1.3	-4	1	11	-6	-7	1	6	N#C/C(=C\c1ccc(-c2ccccc2)o1)C(=O)Nn1cnnc1
-4.8	2.6	1	-3	-5	3	12	2	-4	COc1ccc(NC(=O)C(NC(C)=O)C(=O)NCc2ccc(F)cc2)cc1 (stereo unspecified)
-2.3	-1.9	3	-2	10	4	-1	12	13	O=C(CCNC(=O)Cn1ccc2ccccc2c1=O)NCCC1=CCCCC1
-3.5	-2.1	-7	-2	-8	-6	6	-2	3	CC(C)N=C(NC#N)SCc1ccccc1F
-0.8	-2.4	8	2	-8	0	3	-9	2	Cc1ccc(C(=O)CSc2nnc(C(C)C)n2C)cc1C
